TSG101-PTAP inh = blocks PTAP/TSG101 interaction to inhibit HIV-1 budding; 340,000 tested, under 10 active; Potency, µM (doses to about 115 µM), for the others: top-dose activity change, negative = inhibition, usual class: inhibitors; Q99816; Fluorescence polarization, FITC-PTAP peptide / Tsg101 binding; active = well fitted inhibition curve with a large enough effect in the main read-out, with a control signal flat, not every such curve was filed as active; inconclusive = small, poorly fitted or top-dose-only effect, or effect the other way, or a change in a side signal; inactive = no such curve, though single readings can be large or run the other way; note: potency is the fitted concentration of half-maximal effect; % of control where 0% means no effect
Target sequence (Q99816 whole entry, looked up): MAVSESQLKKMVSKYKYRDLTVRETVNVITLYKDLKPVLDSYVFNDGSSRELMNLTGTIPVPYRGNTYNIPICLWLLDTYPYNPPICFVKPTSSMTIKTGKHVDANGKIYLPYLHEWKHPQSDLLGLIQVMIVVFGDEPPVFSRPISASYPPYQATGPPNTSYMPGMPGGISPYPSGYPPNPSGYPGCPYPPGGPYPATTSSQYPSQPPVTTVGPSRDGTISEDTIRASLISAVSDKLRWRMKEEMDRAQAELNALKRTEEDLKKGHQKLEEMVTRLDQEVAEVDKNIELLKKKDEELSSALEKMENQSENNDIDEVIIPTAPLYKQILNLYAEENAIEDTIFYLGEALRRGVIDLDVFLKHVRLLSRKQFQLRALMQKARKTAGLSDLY
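Fluorescence polarization binding of Tsg101 binding domain (10 uM final) to FITC-labeled PTAP peptide (50 nM final) in HEPES pH 7.5 buffer with NaCl, Tween 20, EDTA, TCEP. Compounds added before peptide; binding 20 min at RT.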
B2AR arrestin = recruits beta-arrestin to the human beta2-adrenergic receptor; P07550; beta-arrestin recruitment to beta2AR, cell-based reporter; Potency, µM (series often up to 46.1 µM), for the others: at the top dose activation, most hits filed as activators; 0.02% of 330,000 active;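 note: potency is the fitted concentration of half-maximal effect; 0% = DMSO controls and full agonism = EC100 isoproterenol or metaproterenol; nearly all actives have a fitted effect of over 65% in size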
Mito fusion yeast = mitochondrial division inhibition or fusion activation. S. cerevisiae fusion-defective mutant growth rescue, CellTiterGlo 48 h. Potency, µM (highest dose often 46.1 µM), inactives show at the highest dose growth rescue (activation), usual class: activators. 0.23% of 320,000 active. AID 485298;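 note: potency is the fitted concentration of half-maximal effect; % of control where 0% means no effect; nearly all actives have a fitted effect of over 45% in size; temperature-sensitive fusion mutants such as fzo1-1 at 37 °C on non-fermentable ethanol glycerol medium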
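Growth-rescue viability read-out: after 48 h at the non-permissive 37C in glycerol/ethanol YPEG, yeast mitochondrial fusion mutants are measured by CellTiterGlo luminescence; compounds (23 nl pinned per well) restoring growth score as division inhibitors or fusion activators.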
ELG1 repair inh = ELG1-dependent DNA repair inhibition. 2.3% of 330,000 active. Potency, µM (highest dose often 46.1 µM), for inactives: at the highest dose activity change, negative = inhibition, most hits filed as inhibitors. HEK293T ELG1-luciferase reporter, luminescence, 16 h; DNA damage induced by 5-fluorouridine; note: potency is the fitted concentration of half-maximal effect; % is set by controls: 0 for no effect and ±100 for the full control effect; nearly all actives have a fitted effect of over 55% in size
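DMSO vehicle served as the neutral condition. Each well held 2,000 cells given 5-fluorouridine plus compound; after 16 hr at 37 °C/5% CO2, ONE-Glo was added and luciferase measured 30 min later.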
BCR signal inh = inhibitors of chronic active B-cell receptor signaling; ABC-DLBCL IkBa-CBG/CBR reporter, luminescence ratio, 4 h; Potency, µM (titrated, usually from 46.1 µM), without a hit: top-dose ratio change, negative = lower green/red ratio, usual class: inhibitors; 0.05% of 340,000 active; AID 493014; active = well fitted inhibition curve with a large enough effect in the signal ratio, with a control signal flat, not every such curve was filed as active; inconclusive = small, poorly fitted or top-dose-only effect, or effect the other way, or a change in a side signal; the % refers to the signal ratio;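 note: potency is the fitted concentration of half-maximal effect; plate controls were basal doxycycline-induced cells for no effect and cells given 10 µM MG132 for full effect; MG132 reads +100%, hits lower the ratio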
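Concentration-response series (up to 46 uM) were applied to TMD8 dual-reporter cells for 4 h at 37C with doxycycline. Green/red ratio, after filter-overlap correction, defined %Activity; red signal alone was normalised to basal cells and zero luminescence.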
USP2a inh = USP2a (human) protease inhibition; O75604; USP2 core, Ub-CHOP2 coupled fluorogenic reporter, 485/531; Potency, µM (titrated, usually from 38.3 µM), for the others: top-dose activity change, negative = inhibition, usual class: inhibitors; 0.01% of 330,000 active; AID 463254;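 note: potency is the fitted concentration of half-maximal effect; plate controls were DMSO wells for no effect and full inhibition by NEM control for full effect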
Target sequence (O75604 whole entry, looked up): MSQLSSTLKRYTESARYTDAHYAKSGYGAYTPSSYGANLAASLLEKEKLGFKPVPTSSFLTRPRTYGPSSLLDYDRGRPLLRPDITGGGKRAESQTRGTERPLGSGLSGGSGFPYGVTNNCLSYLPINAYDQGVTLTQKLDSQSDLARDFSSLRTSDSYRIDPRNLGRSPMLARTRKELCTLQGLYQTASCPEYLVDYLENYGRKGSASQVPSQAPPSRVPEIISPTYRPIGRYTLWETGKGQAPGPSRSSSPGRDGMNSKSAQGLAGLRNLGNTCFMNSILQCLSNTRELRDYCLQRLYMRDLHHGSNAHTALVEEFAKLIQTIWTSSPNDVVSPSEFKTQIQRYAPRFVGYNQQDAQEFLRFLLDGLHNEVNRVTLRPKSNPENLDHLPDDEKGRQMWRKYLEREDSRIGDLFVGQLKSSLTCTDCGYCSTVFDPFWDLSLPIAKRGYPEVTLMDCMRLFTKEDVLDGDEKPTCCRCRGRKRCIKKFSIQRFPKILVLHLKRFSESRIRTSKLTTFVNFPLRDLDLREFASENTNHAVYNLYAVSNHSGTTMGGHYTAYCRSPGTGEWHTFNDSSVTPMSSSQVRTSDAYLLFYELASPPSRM
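Deubiquitinase activity read as fluorescence (485/531 nm) after Ub-CHOP2 cleavage activates the enterokinase reporter on its substrate; USP2 core 10nM, Ub-CHOP2 and substrate 25nM each, 30min compound preincubation then 60min RT; data normalized to NEM, curves fitted.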
uPA generation = blocks generation of uPA at the cell surface. Potency, µM (highest dose often 38.3 µM), inactives show at the top dose activity change, negative = inhibition, actives largely listed as inhibitors. cell surface uPA generation assay, qHTS. 0.31% of 330,000 active; active = well fitted inhibition curve with a large enough effect; inconclusive = small, poorly fitted or top-dose-only effect; inactive = no such curve, though single readings can be large or run the other way; tested in mouse RAW 264.7 cells; note: potency is the fitted concentration of half-maximal effect; % is set by controls: 0 for no effect and ±100 for the full control effect; nearly all actives have a fitted effect of over 55% in size
TCR activator = activators of T cell receptors | primary human leukocytes, anti-CD3, IL-2 HTRF, 48 h | Potency, µM (doses to about 9.22 µM), for inactives: at the top dose activation of IL-2 secretion, hits mostly activators | 330,000 tested, under 10 active | AID 504894; note: % of control where 0% means no effect
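Primary human leukocytes receive a-CD3 beads and test compound and are incubated 48 hr. Secreted IL-2 is then assayed by HTRF, measuring 665nm acceptor emission after 320nm excitation of the europium donor.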
TSHR antag = human thyrotropin receptor antagonism. P16473. 0.2% of 330,000 active. activity change, negative = inhibition, % at 11.5 µM. TSHR-expressing cells, TSH-stimulated cAMP HTRF, 2 h; hits give low values;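 active = activity change below a set negative limit, meaning inhibition stronger than a set level, cut at about -70% in these data; inconclusive = activity change between two set negative limits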; note: % is set by controls: 0 for no effect and ±100 for the full control effect
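Cell-based HTRF cAMP assay; TSHR cells + compound, TSH EC80 (4nM final), 2 h, 37 deg C. Lysis with anti-cAMP cryptate and cAMP-d2, 30 min RT, read 665/620 nm.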
Tb PFK block = blocks T. brucei phosphofructokinase; 0.17% of 330,000 active; Potency, µM (highest dose often 57.5 µM), for inactives: at the top dose activity, negative = inhibition, most hits filed as inhibitors; AID 485367; T. brucei PFK, ADP-Glo luminescence;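 note: potency is the fitted concentration of half-maximal effect; 0% = uninhibited 1x PFK enzyme wells and -100% = no-enzyme wells; nearly all actives have a fitted effect of over 60% in size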
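Compounds were pin-transferred as a titration series up to 57 uM into substrate buffer (0.5 mM F6P, 0.1 mM ATP, pH 8.0), then 1.25 nM PFK was added and reactions ran 45 min before ADP-Glo detection.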
Eya2 inh = blocks the phosphatase activity of human Eya2. Potency, µM (titrated, usually from 76.9 µM), for the others: at the highest dose activity, negative = inhibition, actives largely listed as inhibitors. AID 488837. O00167. recombinant Eya2, OMFP fluorescence dephosphorylation (OMFP is methylfluorescein phosphate). 0.006% of 330,000 active; note: potency is the fitted concentration of half-maximal effect; % is set by controls: 0 for no effect and ±100 for the full control effect
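Eya2 (0.2 uM) preincubated 10 min at ambient with compound, then OMFP substrate added at 50 uM; 10 min reaction in 50 mM HEPES pH 7.5, 50 mM NaCl, 5 uM MgCl2, 0.05% BSA, 1 mM DTT. Fluorescence read at Ex 485/Em 525 nm.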
The depositor's hits bear a star; ? = inconclusive; / = no result given; [ ] = another dose, or the depositor's remark. Unless noted, calls come from the whole dose curve; as a rule, active = well fitted curve in the direction sought with a large enough effect; inconclusive = small, poorly fitted or top-dose-only effect, or another doubt; inactive = no such curve, though single readings can be large; an effect the other way counts as inactive or inconclusive.

Compound,TSHR antag,Tb PFK block,uPA generation,USP2a inh,BCR signal inh,Mito fusion yeast,Eya2 inh,ELG1 repair inh,TCR activator,TSG101-PTAP inh,B2AR arrestin
COc1ccccc1N1CCN(C(=O)c2n[nH]c3ccccc23)CC1,6.6,-2.6%,8.2%,-0.2%,-2.1%,0.5%,5.5%,-9.9%,2.8%,2.2%,-0.2%
CC(NC(=O)c1ccc(C(=O)c2ccccc2)cc1)c1ccc(S(N)(=O)=O)cc1 (stereo unspecified),-13.9,-0.5%,3.8%,1.1%,4.0%,-5.0%,26.1%,-6.5%,-3.9%,-4.9%,0.2%
CC(CC12CC3CC(CC(C3)C1)C2)NCc1ccccc1O (stereo unspecified),-6.6,2.3%,?,-0.2%,?,-24.7%,-1.9%,-15.0%,10.4%,-2.1%,-0.1%
N#Cc1ccccc1COC(=O)CCCC1=NS(=O)(=O)c2ccccc2N1,3.3,0.8%,0.1%,-8.8%,4.1%,0.2%,-9.4%,0.5%,-3.1%,0.3%,0.0%
O=C1c2ccccc2C(=O)N1CC#CCN1CCN(C(c2ccccc2)c2ccccc2)CC1,3.1,1.2%,-0.7%,-1.3%,7.1%,-17.0%,-1.1%,5.3%,-0.2%,-0.1%,-0.1%
CN(CC(=O)Nc1ccc(F)cc1)CC(=O)N1CCCCCC1,13.8,0.0%,12.5%,-0.3%,-14.5%,3.1%,0.0%,-3.1%,-1.6%,-3.5%,-0.4%
Cc1cc(C)cc(N(CC(=O)NC2CCCC2)C(=O)CCC(=O)Nc2nccs2)c1,0.4,0.1%,4.7%,-2.4%,-6.6%,1.3%,2.3%,-1.0%,1.6%,-4.7%,-0.3%
S=C(NCCc1ccccc1)NN=C1CCCCCC1,-2.4,9.2%,3.9%,1.6%,0.5%,-1.0%,-6.2%,?,5.8%,-2.7%,2.6%
O=c1c2[nH]c3ccccc3c2ncn1CCN1CCOCC1,-6.0,0.5%,1.2%,-1.4%,2.2%,1.4%,31.3%,?,-3.7%,-1.6%,-0.1%
CC(=O)Nc1cccc(C(=O)Nc2cccc3ncccc23)c1,-3.5,1.2%,-7.4%,0.4%,?,-2.3%,-0.1%,0.3%,0.3%,-5.1%,-0.1%
COc1cc2c(cc1OC)C1=C(C#N)CN(C3CCCCC3)CN1CC2,2.6,0.2%,-19.9%,-1.1%,-19.0%,2.8%,-4.7%,?,2.7%,-7.6%,3.1%
CC(C)(/C=N/O)N(O)C=C1C=CC(=O)C=C1,10.6,-2.5%,-2.0%,-4.0%,-0.8%,-0.5%,4.4%,0.0%,4.1%,-1.2%,-0.2%
O=C(NNc1ccc(Cl)cc1)c1cccs1,2.1,-9.7%,3.7%,4.1%,-6.8%,-0.6%,12.8%,-3.3%,-4.4%,-3.7%,-1.1%
C/C(=N\Nc1ncc(Br)cn1)c1cccc([N+](=O)[O-])c1,5.3,0.5%,-22.9%,1.5%,-0.9%,-1.4%,?,1.9%,-9.5%,-2.8%,0.3%
COc1cc(CC(=O)OCC(=O)N2C(C)CCCC2C)cc(OC)c1OC (stereo unspecified),12.0,-6.3%,-3.0%,1.3%,0.3%,-1.8%,-2.6%,0.0%,9.1%,-1.5%,-0.3%

Next section:
Compound,TSHR antag,Tb PFK block,uPA generation,USP2a inh,BCR signal inh,Mito fusion yeast,Eya2 inh,ELG1 repair inh,TCR activator,TSG101-PTAP inh,B2AR arrestin
CCCOc1ccc(-c2nn(-c3ccccc3)cc2/C=C2\SC(N)=NC2=O)cc1,25.8,-0.3%,-2.3%,4.8%,-4.6%,-0.3%,-2.3%,16.2%,-1.9%[46.1 µM],0.0%,2.1%
O=C(NCCC1=CCCCC1)C(=O)NCc1ccncc1,3.6,-3.8%,3.1%,2.1%,-0.2%,6.1%,-2.3%,-2.8%,1.8%,-4.7%,-0.1%
COCCN1C=C2C(=O)C(C)(OC(=O)C3CCCC3)C(=O)C(c3ccccc3)=C2C=C1CCCC(=O)OC (stereo unspecified),0.9,-2.0%,?,0.0%,8.4%,6.7%,-24.9%,-14.5%,2.3%,-3.3%,-0.6%
Nc1ccccc1C(=O)NCC1(c2ccccc2)CCCC1,3.4,7.0%,0.9%,1.7%,?,1.2%,-3.6%,-4.1%,/,2.4%,2.9%
COCCN(C(=O)COC(=O)c1cccs1)c1c(N)n(Cc2ccccc2)c(=O)[nH]c1=O,8.3,-4.8%,5.6%,0.8%,0.2%,0.3%,6.0%,13.9%,3.1%,-3.1%,2.0%
Cc1onc(-c2c(F)cccc2Cl)c1C(=O)NCCO,1.4,-1.4%,8.2%,0.5%,2.8%,-0.7%,1.7%,10.4%,-0.2%,-3.9%,0.5%
CCn1c(=O)c2cc(C(=O)NCc3cccs3)sc2c2ccccc21,-1.5,1.4%,12.6%,-0.6%,2.1%,7.3%,-6.0%,-2.3%,-1.9%,-1.8%,-0.9%
CCOC(=O)Cn1c(=O)oc2cc(S(=O)(=O)N3CCN(C(=O)OCC)CC3)ccc21,2.3,1.8%,5.6%,-0.9%,5.8%,-2.1%,8.9%,13.5%,-0.5%,-3.6%,0.1%
CC(C)NCC(=O)C12CC3CC(CC(C3)C1)C2,-6.2,0.7%,-5.1%,1.3%,?,-3.9%,8.2%,?,-2.2%,-1.0%,-0.1%
COc1ccc(C(=O)NCCn2cc(SCC(=O)NCC3CCCO3)c3ccccc32)cc1OC (stereo unspecified),4.1,1.1%,0.8%,2.2%,?,-0.5%,-4.0%,?,-0.9%,-3.0%,-0.4%
Cc1ccc(N2CC(C(=O)NCCS(=O)(=O)N3CCN(c4ccccc4)CC3)CC2=O)cc1C (stereo unspecified),4.2,0.3%,-2.9%,2.5%,-1.0%,-6.3%,-4.4%,-4.9%,-3.3%,1.4%,-0.2%
CC(=O)c1ccc(OCc2cc(C(=O)N(C)CCN3CCOCC3)no2)cc1,5.5,14.1%,-6.0%,2.1%,-0.5%,4.2%,0.3%,23.0%,5.6%,0.7%,-0.2%
COc1cc([N+](=O)[O-])cc(/C=N/N(CCC#N)C(C)=O)c1O,-11.9,13.0%,-0.7%,1.0%,9.3%,6.6%,-3.4%,-14.4%,0.1%,3.3%,0.0%
Cc1ccc(OCc2nnc(NC(=O)Cc3cccs3)s2)cc1,4.4,-14.3%,/,-1.7%,-0.2%,-0.2%,-17.7%,14.7%,/,/,-2.1%
COc1ccc(C2c3[nH]c4ccccc4c3CCN2CCCn2cccn2)c(F)c1 (stereo unspecified),1.8,2.8%,8.8%,-1.4%,-3.5%,1.8%,15.4%,?,-1.0%,-8.9%,0.2%

Following part.
Compound,TSHR antag,Tb PFK block,uPA generation,USP2a inh,BCR signal inh,Mito fusion yeast,Eya2 inh,ELG1 repair inh,TCR activator,TSG101-PTAP inh,B2AR arrestin
CCCCSc1nc(O)cc(=O)n1CC,-12.7,-1.2%,3.4%,1.9%,3.2%,8.8%,-2.9%,6.2%,-5.1%,-1.0%,0.0%
CC(C)c1ccc(N(C(=O)CNC(=O)c2ccco2)C(C(=O)NC2CCCC2)c2ccncc2)cc1 (stereo unspecified),-0.6,4.7%,-8.5%,6.2%,4.9%,-0.2%,-2.4%,-1.2%,1.2%,-4.0%,-0.5%
C=CCNc1oc(-c2cccc3ccccc23)nc1C#N,-10.3,0.3%,-0.4%,3.6%,?,-5.2%,-1.7%,?,-5.3%,-3.5%,-0.6%
Cc1ccc(C2=NN(CC(=O)O)C(=O)CC2)cc1,-5.3,0.2%,-0.8%,-0.1%,2.0%,3.3%,-5.1%,6.7%,11.5%,-2.9%,-0.3%
O=[N+]([O-])c1cc(F)c(N2CCOCC2)cc1N1CCCCC1,21.3,4.7%,/,-0.1%,?,-5.7%,0.5%,4.3%,1.6%,-9.2%,-0.3%
O=C(CN1CCN(S(=O)(=O)c2ccccc2)CC1)NCc1ccccc1,-12.9,0.8%,-3.7%,-0.2%,1.3%,1.2%,14.5%,7.0%,-2.5%,-0.7%,0.2%
CCOC(=O)C1CCN(S(=O)(=O)c2cn(C)cn2)CC1,0.2,-3.9%,1.9%,3.7%,-0.3%,-0.6%,-4.4%,15.3%,-1.6%,0.3%,0.8%

Source: PubChem BioAssay
